Compound activity deposited in PubChem by National Center for Advancing Translational Sciences (NCATS).
GLP1R ag = agonists of human GLP-1 receptor; P43220; hit rate 0.007% among 380,000; HEK293 GLP-1R CRE-luciferase, luminescence, 4-6 h; cells express a hypersensitive GLP-1R form; AID 624172; Potency, µM (doses to about 45.6 µM), for inactives: at the highest dose activation, actives largely listed as activators; note: potency is the fitted concentration of half-maximal effect; % of control where 0% means no effect
Target sequence (P43220 whole entry, looked up): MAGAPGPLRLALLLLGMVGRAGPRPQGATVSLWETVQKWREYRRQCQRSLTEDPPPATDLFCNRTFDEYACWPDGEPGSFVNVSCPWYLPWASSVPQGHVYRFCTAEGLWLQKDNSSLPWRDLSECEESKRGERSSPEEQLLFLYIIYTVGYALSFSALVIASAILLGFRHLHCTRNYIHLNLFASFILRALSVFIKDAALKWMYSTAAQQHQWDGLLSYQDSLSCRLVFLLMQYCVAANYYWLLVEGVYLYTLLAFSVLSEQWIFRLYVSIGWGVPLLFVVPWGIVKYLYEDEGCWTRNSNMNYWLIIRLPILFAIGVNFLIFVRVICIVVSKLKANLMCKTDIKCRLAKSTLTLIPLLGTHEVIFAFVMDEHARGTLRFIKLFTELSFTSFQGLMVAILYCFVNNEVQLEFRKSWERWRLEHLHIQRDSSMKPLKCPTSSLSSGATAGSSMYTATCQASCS
DRD3 agonist = D3 dopamine receptor (human) agonism | P35462 | D3R DiscoveRx beta-arrestin cells, luminescence, 90 min | max activation, % | hit rate 0.58% among 410,000 | AID 652048; in the data active = max activation above about 30%; note: 0% is about no effect; mostly tested at two doses, the higher about 12 µM
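Cells at 1500/well, incubated overnight, then treated with pinned compounds (dopamine as control) for 90 min at 37 degrees C. DiscoveRx reagent added for 30 - 60 minutes at room temperature; luminescence read.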
GLP1R cytotox = cytotoxicity in counter-screen for GLP-1R inverse agonists; HEK293 cAMP-luciferase reporter cells, luminescence, 24 h; Potency, µM (top dose mostly 38.3 µM), for the others: top-dose activity change, negative = inhibition, hits mostly inhibitors; hit rate 0.13% among 410,000; AID 624418;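 note: loss of luciferase light is scored as toxicity; potency is the fitted concentration of half-maximal effect; % is set by controls: 0 for no effect and ±100 for the full control effect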
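1536-well qHTS counterscreen of the MLSMR; 200 cells/uL, 12 h pre-incubation, 23 nL cpd, 24 h at 37 deg C 5% CO2, luciferase detection reagent, 12 min RT, luminescence. Inhibition = undesired.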
GLP1R inv ag = GLP-1 receptor (human) inverse agonism; P43220; hit rate 1.6% among 410,000; Potency, µM (titrated, usually from 38.3 µM), inactives show at the highest dose activity change, negative = inhibition, hits mostly inhibitors; AID 624417; HEK293 GLP-1R CRE-luciferase, luminescence, 24 h; GLP-1R form is constitutively active; note: potency is the fitted concentration of half-maximal effect; % is set by controls: 0 for no effect and ±100 for the full control effect; nearly all actives have a fitted effect of over 55% in size
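qHTS in 1536-well format: reporter HEK293 cells expressing constitutive GLP-1R activity in DMEM + 10% Nu serum, 24 hr with compounds at 37 deg C, luminescence read after 12 min with detection reagent.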
PI5P4Ka inh = blocks human PI5P4K alpha kinase activity; P48426; PI5P4Kalpha enzyme, ADP-Glo luminescence, 60 min; active compounds read low; max response, %; hit rate 1.2% among 330,000; active = max response of -50% or lower; inconclusive = between -30% and -50%; inactive = -30% or higher; note: value at the top dose of about 77 µM; % is set by controls: 0 for no effect and ±100 for the full control effect
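Reactions run in 0.038 M HEPES pH 7.4, 0.28 mM EGTA, 0.1% CHAPS and 5% DMSO, with PI5P4Kalpha, substrate, compound and 5 microM ATP final, one hour at room temperature. Readout is ADP-Glo luminescence.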
PLK1 PBD block = inhibitors of human PLK1 polo-box domain binding; P53350; Plk1 PBD binding of FITC phosphopeptide, fluorescence polarization; Potency, µM, for inactives: max response, negative = inhibition, hits mostly inhibitors; hit rate 2.8% among 360,000; AID 720504; note: potency is the fitted concentration of half-maximal effect; series mostly up to about 57 µM; % is set by controls: 0 for no effect and ±100 for the full control effect; nearly all actives have a fitted effect of over 65% in size
Target sequence (P53350 whole entry, looked up, the tested form may be a part): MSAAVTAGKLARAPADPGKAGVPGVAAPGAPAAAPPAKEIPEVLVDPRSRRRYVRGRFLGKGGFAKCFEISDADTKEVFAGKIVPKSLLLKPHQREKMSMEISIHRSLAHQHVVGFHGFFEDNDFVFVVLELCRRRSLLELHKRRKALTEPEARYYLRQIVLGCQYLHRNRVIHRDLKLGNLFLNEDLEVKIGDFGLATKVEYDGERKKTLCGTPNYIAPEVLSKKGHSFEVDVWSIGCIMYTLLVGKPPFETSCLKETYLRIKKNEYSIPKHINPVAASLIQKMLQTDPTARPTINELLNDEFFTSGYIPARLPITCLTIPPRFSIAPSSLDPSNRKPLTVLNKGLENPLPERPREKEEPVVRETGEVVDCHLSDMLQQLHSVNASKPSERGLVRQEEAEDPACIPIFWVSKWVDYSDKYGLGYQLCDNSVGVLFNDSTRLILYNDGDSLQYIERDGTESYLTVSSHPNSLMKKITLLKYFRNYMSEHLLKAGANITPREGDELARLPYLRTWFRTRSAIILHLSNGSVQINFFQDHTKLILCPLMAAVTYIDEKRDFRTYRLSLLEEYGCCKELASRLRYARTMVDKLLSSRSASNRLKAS
IL-2 act = activates IL-2 in a cell-based reporter assay; IL-2 activation reporter assay, cell-based qHTS; stimulated with anti-CD3/CD4/CD28 beads; in transgenic mouse T cells; activation, % (series mostly up to about 46 µM); hit rate 0.065% among 360,000; AID 652025; in the data active = activation above about 50%; inconclusive = mostly about 30% to 49%; note: 0% is about no effect
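Readout is EGFP and DsRed signal by fluorescent plate cytometry after 18 h at 37 degrees C. Transgenic mouse T cells (750/well) received compound for 60 min before bead stimulation (anti-CD3, anti-CD4, anti-CD28); memory T cells served as non-tolerant control.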
DRD3 antagonist = D3 dopamine receptor (human) antagonism. P35462. D3R cells, DiscoveRx beta-arrestin luminescence, antagonist mode; active compounds read low. max response, negative = inhibition, %. hit rate 2.5% among 360,000. AID 652054; in the data active = max response below about -50%; inconclusive = no clear call, values can overlap the other calls; note: % is set by controls: 0 for no effect and ±100 for the full control effect; mostly tested at two doses, the higher about 12 µM
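Cells plated overnight at 1500 cells/well, then exposed to library compounds with dopamine controls for 90 minutes at 37 degrees C. DiscoveRx reagent added for 30–60 minutes at room temperature; luminescence read, quantitative HTS format.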
WRN helicase inh = WRN helicase (human) inhibition; hit rate 0.46% among 360,000; AID 651768; Q14191; Potency, µM (titrated, usually from 114 µM), for inactives: at the top dose activity change, negative = inhibition, hits mostly inhibitors; WRN helicase unwinding, fluorescent forked duplex, kinetic; note: potency is the fitted concentration of half-maximal effect; % is set by controls: 0 for no effect and ±100 for the full control effect; nearly all actives have a fitted effect of over 55% in size
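WRN at 20 nM final preincubated with compound 15 min at room temperature; reaction started with 100 nM fluorophore/quencher forked duplex oligonucleotide and 2 mM ATP final. Unwinding followed kinetically by red fluorescence (ex 525, em 598 nm).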
Active calls of the source: *; ? = inconclusive; nt = no result given; & = joins results of further samples; [ ] = dose if it differs, or a comment. Unless noted, calls come from the whole dose curve; as a rule, active = well fitted curve in the direction sought with a large enough effect; inconclusive = small, poorly fitted or top-dose-only effect, or another doubt; inactive = no such curve, though single readings can be large; an effect the other way counts as inactive or inconclusive.

Every second line gives: GLP1R cytotox	DRD3 agonist	PLK1 PBD block	GLP1R inv ag	GLP1R ag	DRD3 antagonist	IL-2 act	WRN helicase inh	PI5P4Ka inh
- O=C(CN1C(=O)CCC1=O)NC(=O)NC1CCCC1
→ 8%	1	3%	7%	7%	-10	-2.2	9%	-10
- COc1ccccc1Oc1ccc(N/C=C/C(=O)c2ccc(C)o2)cc1
→ 48%[activator]	-5	8%	?	?	20	-1.9	-4%	-2
- CCC(CO)Nc1ccc(-c2nn(C)c(=O)c3ccccc23)cc1[N+](=O)[O-] (centres undefined)
→ -10%	-13	-4%	28%	4%	9	0.0	6%	-6
- N#Cc1ccc(OCC(=O)NCC2COc3ccccc3O2)cc1 (centres undefined)
→ -15%	-11	3%	12%	8%	-20	0.3	-7%	0
- CN1CCN(S(=O)(=O)c2ccc3c(c2)oc(=O)n3C)CC1
→ -3%	0	1%	21%	-1%	-3	-2.4	1%	0
- O=C(c1ccc(F)cc1)C1CCN(S(=O)(=O)c2ccccc2)CC1
→ -2%	0	-3%	2%	3%	-2	-1.5	-5%	5
- C=CCN1c2ccccc2C(=O)CS1(=O)=O
→ 4%	0	-8%	5%	7%	1	-0.3	9%	0
- FC(F)Oc1ccc(NC(=S)Nn2cnnc2)cc1
→ 0%	4	6.7µM*	2%	-1%	-7	-0.1	-4%	-11
- Cc1cc(C(=O)OCC(=O)Nc2cccnc2Cl)c2ccccc2n1
→ 21%	3	-8%	11%	23%	16	-4.4	-30%	-1
- CC(=O)N1CCc2ccc(S(=O)(=O)N3CC(C)OC(C)C3)cc21 (centres undefined)
→ -5%	3	-3%	12%	-7%	8	-2.4	-5%	-6
- COc1ccc(CCNc2ccc(N3C(=O)CC(C)C3=O)cc2[N+](=O)[O-])cc1 (centres undefined)
→ ?	-3	7%	-26%	23%	2	-0.6	-6%	8
- O=C(Cn1nnc(-c2ccccc2NC(=O)c2ccccc2F)n1)NC1CCCC1
→ -13%	10	-11%	-19%	3%	-1	-0.6	4%	1
- Cc1csc(C(=O)O)c1NC(=O)c1ccc(F)cc1
→ -5%	1	1%	-4%	-4%	2	-1.7	-2%	-2
- Cc1ccc(C(=O)NCC(=O)OCC(=O)NC2CCCC(C)C2C)s1 (centres undefined)
→ 17%	0	-6%	55%[activator]	5%	14	-1.3	1%	-10
- COC1OC2COC(c3ccccc3)OC2C2OC(c3ccccc3)OC12 (centres undefined)
→ -11%	7	11%	-3%	1%	-4	-3.2	6%	1
- O=S1(=O)C[C@@H](O)[C@@H](Nc2ccc(Cl)cc2)C1
→ 5%	5	0%	-8%	-9%	-7	-1.3	3%	7
- CNC(=O)NC(=O)CSc1ncc(C(F)(F)F)cc1Cl
→ 23%	4	5%	-2%	-8%	19	1.0	3%	-3
- COCCNC(=O)CN(Cc1cccs1)C(=O)CCC(=O)Nc1nccs1
→ 20%	-4	-10%	11%	1%	-9	-1.5	9%	1
- Cc1cccc(NC(=O)CCNC(=O)c2ccco2)c1
→ -4%	-5	-15%	-1%	8%	5	-2.4	-36%[57.1 µM]	-11
- CCO[C@@H]1OC(C(=O)N2CCN(C)CC2)=C[C@H](c2csc3ccccc23)[C@H]1CCCO
→ -7%	2	3%	9%	4%	20	-0.1	3%	0
- CSc1ncc(C(=O)Nc2ccc(C(C)=O)cc2)c(-c2ccccc2)n1
→ 1%&5%	-2&-11	-18%	-24%&8%	8%	11	0.0	9%	-5
- CCOC(=O)CN1CC23C=CC(O2)C(C(=O)Nc2ccc(OCC)cc2)C3C1=O (centres undefined)
→ -14%	-2	-4%	-12%	1%	1	-3.3	5%	-2
- COC(=O)C[C@@H]1CC[C@H](NC(=O)CC2CC2)[C@@H](CO)O1
→ 6%	-9	-20%	25%	nt	0	2.0	4%	-7
- O=C1C=C(O)CC(c2ccco2)C1 (centres undefined)
→ 62%[activator]	7	?	10%	-13%	0	-0.3	?	-4
- COc1ccc(CCNC(=O)c2c(C)nc3ccccn23)cc1OC
→ 12%	-2	-27%	53%[activator]	19%	-8	0.1	-12%	2
- COc1ccc(Nc2cc(C(=O)NCCCOC(C)C)c3ccccc3n2)c(OC)c1
→ -14%	-2	1%	?	7%	19	0.1	14%	-8
- CC1=NN(Cc2ccccc2)C(=O)C1
→ 1%	1	-7%	-2%	-4%	18	-4.5	0%[57.1 µM]	2
- COc1ccc(NC(=O)C2CCC(C)(C(=O)O)C2(C)C)cc1 (centres undefined)
→ 0%	5	0%	2%	-2%	-55*	1.5	-1%	-4
- CC(=O)c1ccc(S(=O)(=O)N(C)CCCC(=O)NCc2ccc3c(c2)OCO3)cc1
→ 4%	-23	-9%	10%	27%	-3	-4.3	-12%	-2
- Cc1ccc2nc(NC(=O)CCn3cccc3)sc2c1
→ -2%	1	3%	-17%	15%	9	0.6	-1%	-3
- CC1=C(C(=O)OCC2CCCCC2)C(c2ccc(Cl)cc2Cl)CC(=O)N1 (centres undefined)
→ 3%	5	nt	14%	1%	nt	nt	nt	nt
- COC(=O)c1ccccc1CSc1nsc(/C=C/N(C)C)c1C#N
→ -16%	2	9.5µM*	-18%	-4%	-9	1.3	-7%	-57*
- O=C1c2ccc(-c3ccc(F)cc3OCc3ccccc3)cc2S(=O)(=O)c2cccc(C(=O)N3CCCC3)c21
→ 2%	3	0%	-8%	2%	29	-0.8	3%	2
- COCCCn1c(=O)/c(=C\c2ccc(OC(F)F)c(OC)c2)s/c1=C(/C#N)C(N)=O
→ 16%	-1	-4%	49%[activator]	5%	3	0.4	-9%	0
- CC(CN1CCOCC1)OC(=O)COc1ccc(F)cc1 (centres undefined)
→ -19%	-1	0%	0%	-3%	0	2.4	-10%	-11
- N#CC1(C(N)=O)OC12CCS(=O)(=O)c1ccccc12 (centres undefined)
→ -5%	-10	-12%	3%	-1%	14	0.2	-3%	9
- COc1ccc(C2Nc3ccccc3C(=O)N2Cc2ccco2)cc1COc1ccc([N+](=O)[O-])cc1 (centres undefined)
→ -1%	-2	-3%	?	-21%	-14	-1.7	-16%	-19
- COc1ccc(C2(CNC(=O)Cc3ccc(OC)c(OC)c3)CCOCC2)cc1
→ -7%	4	-9%	17%	1%	15	-1.8	0%	-1
- COc1ccc(C(C)=O)cc1COc1nc(C)nc2ccccc12
→ -27%	4	-3%	8%	9%	-8	-1.8	-19%	2
- O=C1Cc2ccccc2Sc2ccccc21
→ -2%	-6	-10%	?	9%	-25	-3.3	-9%	1

Entries of single compounds, quoted from the list. Values in the order: GLP1R cytotox	DRD3 agonist	PLK1 PBD block	GLP1R inv ag	GLP1R ag	DRD3 antagonist	IL-2 act	WRN helicase inh	PI5P4Ka inh
`COCCCn1c(=O)/c(=C\c2ccc(OC(F)F)c(OC)c2)s/c1=C(/C#N)C(N)=O` is listed as 16%	-1	-4%	49%[activator]	5%	3	0.4	-9%	0
`O=C1Cc2ccccc2Sc2ccccc21` is listed as -2%	-6	-10%	?	9%	-25	-3.3	-9%	1

Continued.
Every second line gives: GLP1R cytotox	DRD3 agonist	PLK1 PBD block	GLP1R inv ag	GLP1R ag	DRD3 antagonist	IL-2 act	WRN helicase inh	PI5P4Ka inh
- O=C(CCNC(=O)c1ccccc1)Oc1ccc([N+](=O)[O-])cc1
→ ?	-11	-22%	6%	1%	0	-1.5	18%	8
- COCCCNC(=S)N1CCC(C(=O)c2ccc(Cl)cc2)CC1
→ -1%	-5	-11%	5.6µM*	0%	?	-0.9	-36%	1
- CCOC(=O)C1=CNS(=O)(=O)NC1c1ccc(C)cc1 (centres undefined)
→ 3%	6	2%	13%	2%	38	-0.3	-2%	1
- COc1cc2cc(CCCOC(=O)c3ccco3)oc(=O)c2cc1OC
→ 15%	-8	-2%	-5%	4%	-2	-2.5	0%	4
- CN(C)S(=O)(=O)c1cccc(NC(=S)N/N=C/c2cc(Br)ccc2O)c1
→ 0%	6	22%	?	1%	?	13	-27%	-61*
- Cc1noc(NS(=O)(=O)c2ccc(NC(=O)c3cc(S(=O)(=O)Nc4ccc(F)cc4)ccc3Cl)cc2)c1C
→ 57%[activator]	-3	-22%	17%	3%	?	0.0	?	2
- COC(=O)[C@]12CCCCC=C1N(Cc1cccc3ccccc13)C(=O)[C@H](CC(=O)NCCCCc1ccccc1)C2
→ -9%	-8	4%	?	-3%	?	-1.2	-6%	15
- COc1cccc(CNC(=O)CCC2CCCN(C(=O)C3CCOCC3)C2)c1 (centres undefined)
→ 2%	2	-8%	14%	-4%	-5	-1.7	0%	-2
- COc1ccc(S(=O)(=O)Nc2ncccc2C)c2ccccc12
→ -3%	11	-5%	33%[activator]	-3%	15	1.4	-3%	1
- CCOc1ccc(C(C)=O)cc1COC(=O)CN1C(=O)NC2(CCCC2)C1=O
→ -1%	5	-30%	6%	0%	-5	-1.5	-9%	-12

Among those listed so far, 6 contain four or more nitrogen atoms.
Every second line gives: GLP1R cytotox	DRD3 agonist	PLK1 PBD block	GLP1R inv ag	GLP1R ag	DRD3 antagonist	IL-2 act	WRN helicase inh	PI5P4Ka inh
- CCC(CO)Nc1ccc(-c2nn(C)c(=O)c3ccccc23)cc1[N+](=O)[O-] (centres undefined)
→ -10%	-13	-4%	28%	4%	9	0.0	6%	-6
- FC(F)Oc1ccc(NC(=S)Nn2cnnc2)cc1
→ 0%	4	6.7µM*	2%	-1%	-7	-0.1	-4%	-11
- O=C(Cn1nnc(-c2ccccc2NC(=O)c2ccccc2F)n1)NC1CCCC1
→ -13%	10	-11%	-19%	3%	-1	-0.6	4%	1
- COCCNC(=O)CN(Cc1cccs1)C(=O)CCC(=O)Nc1nccs1
→ 20%	-4	-10%	11%	1%	-9	-1.5	9%	1
- CN(C)S(=O)(=O)c1cccc(NC(=S)N/N=C/c2cc(Br)ccc2O)c1
→ 0%	6	22%	?	1%	?	13	-27%	-61*
- Cc1noc(NS(=O)(=O)c2ccc(NC(=O)c3cc(S(=O)(=O)Nc4ccc(F)cc4)ccc3Cl)cc2)c1C
→ 57%[activator]	-3	-22%	17%	3%	?	0.0	?	2
